# Compound activity deposited in PubChem by National Center for Advancing Translational Sciences (NCATS).
# G9a inh: inhibitors of human histone lysine methyltransferase G9a; Q96KQ7; G9a H3K9 monomethylation, AlphaScreen, 2 h; Potency, µM (titrated, usually from 102 µM), without a hit: at the top dose activity, negative = inhibition, hits mostly inhibitors; 350,000 tested, 8.8% active; AID 504332; note: % is set by controls: 0 for no effect and ±100 for the full control effect; nearly all actives have a fitted effect of over 75% in size
# Target sequence (Q96KQ7 913-1193 limits assumed): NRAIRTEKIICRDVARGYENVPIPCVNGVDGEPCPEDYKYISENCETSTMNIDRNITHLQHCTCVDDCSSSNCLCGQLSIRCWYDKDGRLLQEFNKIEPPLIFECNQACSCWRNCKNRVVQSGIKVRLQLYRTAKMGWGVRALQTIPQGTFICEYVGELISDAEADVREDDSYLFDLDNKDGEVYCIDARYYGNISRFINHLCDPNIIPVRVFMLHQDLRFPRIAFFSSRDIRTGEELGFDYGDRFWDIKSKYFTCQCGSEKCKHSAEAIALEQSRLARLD
#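 AlphaScreen detection with an anti-monomethyl H3K9 antibody quantified product after a 2 h room-temperature reaction containing 500 nM biotinylated H3K9 peptide, 20 µM SAM and 20 nM enzyme, which had been preincubated 15 min with compound.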
# POLB inh: blocks human DNA polymerase beta activity; P06746; Pol beta primer extension/strand displacement, fluorescence kinetic; Potency, µM (highest dose often 114 µM), without a hit: top-dose activity change, negative = inhibition, usual class: inhibitors; 340,000 tested, 1.3% active; AID 485314; note: % is set by controls: 0 for no effect and ±100 for the full control effect
#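 Human Pol beta at 10 nM; strand-displacement substrate 50 nM final. Compound exposure 15 min at room temperature before start, reaction 10 min at room temperature.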
# BAZ2B inh: blocks human BAZ2B | AlphaScreen BAZ2B-H3K14Ac peptide displacement | Potency, µM (top dose mostly 114 µM), inactives show at the top dose activity change, negative = inhibition, actives largely listed as inhibitors | 360,000 tested, 4.4% active; note: % is set by controls: 0 for no effect and ±100 for the full control effect; nearly all actives have a fitted effect of over 60% in size
#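 AlphaScreen displacement of biotin-H3(5-23)K14Ac peptide (50 nM final) from BAZ2B (50 nM final) in PBS pH 7.4, 0.01% Tween-20; complex preformed 30 min RT, then compounds (top 110 uM) 30 min RT, beads 20 min dark.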
# JMJD2A Tudor inh: inhibitors of human JMJD2A Tudor domain; 390,000 tested, 4.4% active; Potency, µM (series often up to 114 µM), without a hit: top-dose activity change, negative = inhibition, most hits filed as inhibitors; AlphaScreen JMJD2A-Tudor / H3K4me3 peptide binding; AID 504339; note: % is set by controls: 0 for no effect and ±100 for the full control effect; nearly all actives have a fitted effect of over 50% in size
# Pol eta inh: DNA polymerase eta (human) inhibition | AID 588591 | recombinant Pol eta, fluorescent DNA replication assay | Q9Y253 | 390,000 tested, 1.2% active | Potency, µM (series often up to 114 µM), without a hit: at the top dose activity change, negative = inhibition, hits mostly inhibitors; note: % is set by controls: 0 for no effect and ±100 for the full control effect
#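 Pol eta (10 nM) was preincubated with compounds for 15 min at room temperature, after which fluorescent replication substrate (50 nM final) was added to start the reaction. Fluorescence was read kinetically at 0 and 10 min.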
# POLI inh: blocks human DNA polymerase iota activity. Pol iota fluorescent replication assay, 10 min. Potency, µM (highest dose often 115 µM), inactives show top-dose activity, negative = inhibition, actives largely listed as inhibitors. 390,000 tested, 1% active. AID 588590
# Target sequence (Q9UNA4 whole entry, looked up): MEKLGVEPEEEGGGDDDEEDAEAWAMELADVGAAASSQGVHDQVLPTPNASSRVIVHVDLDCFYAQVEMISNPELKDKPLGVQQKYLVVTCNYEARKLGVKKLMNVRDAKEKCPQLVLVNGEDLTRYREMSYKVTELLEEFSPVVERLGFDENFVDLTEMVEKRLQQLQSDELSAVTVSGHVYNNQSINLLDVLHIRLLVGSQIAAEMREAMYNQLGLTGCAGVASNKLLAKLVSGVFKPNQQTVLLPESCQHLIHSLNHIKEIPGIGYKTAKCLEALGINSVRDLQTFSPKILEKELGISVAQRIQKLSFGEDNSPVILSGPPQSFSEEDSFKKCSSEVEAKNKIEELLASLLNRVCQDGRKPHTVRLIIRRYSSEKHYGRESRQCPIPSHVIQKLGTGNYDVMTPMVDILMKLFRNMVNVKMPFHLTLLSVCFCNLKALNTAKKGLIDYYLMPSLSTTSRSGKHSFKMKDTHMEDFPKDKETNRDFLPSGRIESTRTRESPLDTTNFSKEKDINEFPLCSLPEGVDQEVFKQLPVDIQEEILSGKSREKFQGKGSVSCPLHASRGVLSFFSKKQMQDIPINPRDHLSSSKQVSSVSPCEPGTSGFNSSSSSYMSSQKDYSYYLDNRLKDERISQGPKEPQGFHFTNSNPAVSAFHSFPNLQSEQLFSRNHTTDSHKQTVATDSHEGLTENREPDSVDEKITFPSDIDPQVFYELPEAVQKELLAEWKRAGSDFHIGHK
#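 Fluorescent replication assay read twice, at 0 min and 10 min after adding 50 nM (final) substrate. Enzyme (10 nM) and compounds were first incubated 15 min at room temperature; enzyme-free buffer wells were negative controls.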
# Pol kappa inh: inhibitors of human DNA polymerase kappa; purified Pol kappa, fluorescent DNA synthesis assay, 10 min; AID 588579; Q9UBT6; Potency, µM (top dose mostly 107 µM), for the others: top-dose activity, negative = inhibition, actives largely listed as inhibitors; 400,000 tested, 0.53% active; note: % is set by controls: 0 for no effect and ±100 for the full control effect
#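 Fluorescent qHTS in 1536-well format: enzyme (10 nM) and compound sat 15 min at room temperature before 50 nM substrate (final) was added. Signal taken at 0 and 10 min; no-enzyme buffer wells were negative controls.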
# APEX1 inh: inhibitors of human APE1 endonuclease; P27695; recombinant APE1, TAMRA/BHQ-2 abasic DNA cleavage fluorescence; Potency, µM (titrated, usually from 65.8 µM), for inactives: at the highest dose activity change, negative = inhibition, actives largely listed as inhibitors; 350,000 tested, 0.35% active; AID 2517;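 note: plate controls were vehicle for no effect and reference inhibitor for full effect; nearly all actives have a fitted effect of over 55% in size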
#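 Compound pre-exposure to 0.75 nM APE1, 15 min at ambient temperature. Reaction initiated with 50 nM TAMRA/BHQ-2 THF substrate, read immediately in kinetic mode, 525 nm excitation, 598 nm emission.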
# BLM helicase inh: blocks DNA unwinding by human BLM helicase. recombinant BLM DNA unwinding, fluorescence dequenching. 350,000 tested, 0.2% active. AID 2528. Potency, µM (doses to about 56.1 µM), for the others: at the top dose activity change, negative = inhibition, usual class: inhibitors. P54132;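 note: plate controls were vehicle for no effect and no enzyme for full effect; nearly all actives have a fitted effect of over 35% in size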
# * marks the source's active call; other numbers are inactive results; ? = inconclusive; . = not tested or not shown; & = joins results of further samples; [ ] = remark or other dose. Calls come from the whole dose curve; as a rule, active = well fitted curve in the direction sought with a large enough effect; inconclusive = small, poorly fitted or top-dose-only effect, or another doubt; inactive = no such curve, though single readings can be large; an effect the other way counts as inactive or inconclusive. Potency is the fitted concentration of half-maximal effect. This is a subset (hit frequency here may not be typical).
item	structure	G9a inh	POLB inh	BAZ2B inh	JMJD2A Tudor inh	Pol eta inh
1	Cc1ccc(C(=O)OCC(=O)Nc2sc3c(c2C#N)CCC3)cc1	3.1%[59 µM]	?	?	-23.8%	2.4%
2	Cc1nnc(SCC(=O)NC(=O)NC2CCCC2)n1N	0.0%[59 µM]	6.3%	-0.5%	-1.9%	-0.9%
3	O=C(NC1CC1)c1ccc2snnc2c1	-30.2%	16.7%	-8.7%	-15.4%	0.0%
4	O=C1C2CC=CCC2C(=O)N1CC1CCCO1 (stereo not given)	-6.4%	6.1%	1.9%	?	4.9%
5	COc1ccc(OC)c(C2=NOC(C(=O)Nc3cccc(C(C)=O)c3)C2)c1 (stereo not given)	-8.5%[59 µM]	28.6%	3.3%	-5.2%	-12.1%
6	O=C(Cc1ccc(S(=O)(=O)N2CCCC2)s1)NC1CCCCCC1	-38.1%[59 µM]	31.6µM*	50.1µM*	-34.9%	14.1µM*
7	Sc1nnc(-c2ccc(Cl)cc2)n1Cc1ccccc1	3.9%[12.7 µM]	.	0.3%	-25.0%	-14.4%
8	S=c1[nH]nc(CN2CCCC2)n1Cc1ccccc1	50.1µM*	8.2%	-4.0%	3.55µM*	-7.4%

item	POLI inh	Pol kappa inh	APEX1 inh	BLM helicase inh
1	-18.3%	-3.5%	-1.0%	-9.3%
2	2.8%	4.0%	0.2%	-14.8%
3	33.1%[activator]	-15.8%	0.0%	1.2%
4	25.7%	-8.5%	1.3%	0.9%
5	12.0%	-6.8%	7.3%	-0.1%
6	?	?	-9.9%	-19.3%
7	36.5%[activator]	1.5%	-6.9%	.
8	-2.3%	-3.0%	-6.8%	-5.0%

# Overlap with the part before: two entries, followed by the next part.
item	structure	G9a inh	POLB inh	BAZ2B inh	JMJD2A Tudor inh	Pol eta inh
7	Sc1nnc(-c2ccc(Cl)cc2)n1Cc1ccccc1	3.9%[12.7 µM]	.	0.3%	-25.0%	-14.4%
8	S=c1[nH]nc(CN2CCCC2)n1Cc1ccccc1	50.1µM*	8.2%	-4.0%	3.55µM*	-7.4%
9	COc1cc(C)c(C(C)C)cc1S(=O)(=O)N1CCN(C)CC1	10.4%[59 µM]	42.1%	2.5%	3.0%	-20.8%
10	Cc1ccc(Cn2ccn(Cc3ccccc3F)c(=O)c2=O)cc1	-4.1%[59 µM]	-10.9%	-5.0%	-18.1%	6.0%
11	Cc1ccc2c(c1)N(C(=O)CCC(=O)NCc1cccc(Cl)c1)CC(C)O2 (stereo not given)	31.5%	?	-37.0%	-20.1%	-9.7%
12	CCOc1ccc(-c2cc(-c3nc(-c4ccc(C)cc4)no3)[nH]n2)cc1	11.8%[59 µM]	5.3%	1.7%	-18.8%	-14.2%
13	O=C(Nc1ccc(Cl)cc1F)c1cc(S(=O)(=O)NC2CCCCCC2)ccc1F	2.0%[59 µM]	-15.0%	0.0%	-11.3%	-17.8%
14	COc1ccccc1CNC(=O)COC(=O)c1ccncc1	.	.	.	-4.8%	-12.0%
15	COc1cccc(C(=O)NOCc2ccccc2)c1OC	8.0%[12.7 µM]	.	-3.3%	-12.4%	-23.1%
16	Cn1c(CCc2ccccc2)n[nH]c1=S	?	0.1%	3.6%	28.2µM*	7.2%

item	POLI inh	Pol kappa inh	APEX1 inh	BLM helicase inh
7	36.5%[activator]	1.5%	-6.9%	.
8	-2.3%	-3.0%	-6.8%	-5.0%
9	-7.2%	-3.3%	-1.3%	-0.1%
10	23.2%	-23.3%	.	-3.6%
11	-15.1%	-9.2%	55.7%[activator]	-1.5%
12	1.5%	4.8%	.	3.1%
13	2.4%	-6.4%[60.1 µM]	.	1.5%
14	53.2%[activator]	-8.4%	3.0%	.
15	20.6%	-18.9%	-12.7%	.
16	64.8%[activator]	-6.5%	-2.0%	2.2%

# Further structures:
item	structure	G9a inh	POLB inh	BAZ2B inh	JMJD2A Tudor inh	Pol eta inh
17	CC1c2nc3ccccc3n2C(CC(=O)NCCCN2CCOCC2)C(=O)N1Cc1ccccc1 (stereo not given)	-38.0%	?	.	-16.7%	-4.3%
18	COc1ccc(CCNC(=O)C(=O)NCC2OCCN2S(=O)(=O)c2ccccc2)cc1 (stereo not given)	47.7%	?	1.0%	-9.7%	-11.5%
19	CCOc1cc(NC(=S)NCC2CCCO2)c(OCC)cc1NC(=O)c1ccc(C)cc1 (stereo not given)	?	9.7%	?	0.7%	-19.6%
20	COC(=O)/C(=C\c1ccc2c(c1)c1ccccc1n2C)NC(=O)c1ccccc1	23.2%[59 µM]	26.1%	7.6%	-24.5%	-3.2%
21	CCOC(=O)/C(=N/Nc1ccc(Cl)cc1)Sc1nnnn1-c1ccc(C)cc1	-5.0%[59 µM]	14.1%	?	-9.0%	-4.7%
22	FC(F)(F)Oc1ccc(Nc2nc3ccccc3o2)cc1	9.1%[59 µM]	-2.6%	2.5%	-15.8%	7.8%
23	Cc1ccc(CCNC(c2ccc(F)cc2)c2nnc(-c3ccccc3Cl)o2)cc1 (stereo not given)	150.8%[activator][59 µM]	?	76.0%[activator]	60.3%[activator]	-22.2%
24	CC1CCN(C(=S)NC(=O)C2CCCCC2)CC1	-31.4%[59 µM]	5.7%	-15.9%	-3.6%	-15.7%

item	POLI inh	Pol kappa inh	APEX1 inh	BLM helicase inh
17	79.4%[activator]	-16.8%	-0.6%	2.5%
18	-11.8%	0.0%	18.2%	0.5%
19	-17.1%	-16.9%	-1.3%	6.0%
20	?	-4.2%	-11.7%	-0.6%
21	8.1%	1.4%	-2.7%	4.0%
22	62.2%[activator]	-7.2%	-2.4%	-3.8%
23	19.3%	1.6%	.	-10.5%
24	4.2%	-9.9%	-2.0%	2.1%

# (list continues)
item	structure	G9a inh	POLB inh	BAZ2B inh	JMJD2A Tudor inh	Pol eta inh
25	CCC(C)C(=O)OCC1(c2ccc(C)cc2OC(=O)C(C)C)CO1 (stereo not given)	41.7%[59 µM]	39.8µM*	-10.2%	-23.8%	-17.0%
26	CC1(c2nnc(-c3ccc(F)cc3)o2)CC(c2ccc(Cl)cc2)=NO1 (stereo not given)	24.3%[59 µM]	4.6%	13.5%	8.5%	-21.1%
27	CCN1C(=O)C(O)(CC(=O)c2ccc(-n3cccc3)cc2)c2ccccc21 (stereo not given)	-16.8%[59 µM]	12.1%	?	?	-17.0%
28	CCS(=O)(=O)N1CC(=O)N(c2cc(Cl)ccc2C)C(C)(C(=O)NC2CCCCCC2)C1 (stereo not given)	0.7%[59 µM]	-22.8%	4.0%	-12.2%	-9.3%
29	C=CCN(CC=C)C(=O)Cc1ccc(F)cc1	-34.6%[12.7 µM]	26.7%	13.6%	-11.0%	-6.8%
30	CC(=O)OCC(NC(=O)C(Cc1ccccc1)NC(=O)OC(C)(C)C)C1OC(n2cc(F)c(=O)[nH]c2=O)C(OC(C)=O)C1OC(C)=O (stereo not given)	.	.	.	-5.5%	.
31	COC(=O)C(C)(C)ONC(=O)Nc1ccccc1Cl	-4.6%	13.3%	0.0%	-14.8%	-3.7%
32	CC(=O)C12CCCCC1CC1C3CC(C)C4(O)CC(=O)CCC4(C)C3CCC12C (stereo not given)	4.4%	3.1%	-0.5%	-15.0%	11.4%

item	POLI inh	Pol kappa inh	APEX1 inh	BLM helicase inh
25	?	-24.9%	?	-12.1%
26	12.4%	-2.2%	-1.6%	-11.2%
27	17.5%	1.8%	0.0%	-1.8%
28	13.2%	-11.3%	.	0.5%
29	20.2%	2.0%	4.9%	-4.5%
30	-13.6%	2.2%	-2.2%	1.6%
31	-3.6%	-8.4%	1.0%	-4.6%
32	12.1%	-3.9%	8.3%	-1.3%

# Going on with the list:
item	structure	G9a inh	POLB inh	BAZ2B inh	JMJD2A Tudor inh	Pol eta inh
33	O=C(CSc1ncccn1)NCc1ccccc1Cl	-46.4%	-1.1%	22.0%	-13.9%	1.4%
34	COc1ccccc1CNC(=O)CC1N=C2c3ccccc3N=C(SCC(=O)Nc3ccc(F)cc3)N2C1=O (stereo not given)	9.4%[59 µM]	6.7%	4.9%	-25.7%	0.3%
35	COC(=O)CCSCC(=O)N1N=C(c2ccc(Br)cc2)CC1c1cccc(OC)c1OC (stereo not given)	-6.0%	17.7%	-24.8%	-28.6%	-3.9%
36	Cc1cc(Br)ccc1OCC(=O)NC1CCCC1	25.5%	16.6%	8.0%	2.9%	-3.3%
37	COc1ccc(S(=O)(=O)c2c(O)c3ccc(C(=O)Nc4ccccc4)cc3[nH]c2=O)cc1	?	2.0%&7.4%	-23.3%&1.2%	-6.8%&-9.9%	-9.0%&-4.9%
38	O=C1c2ccccc2-c2onc3c(Oc4ccccc4)cc(O)c1c23	?	35.5µM*	35.5µM*	.	.
39	CC(C)(C)C(=O)Nc1ccc2c(c1)-c1cc(NC(=O)C(C)(C)C)ccc1C2	-2.7%	22.5%	11.5%	-4.8%	0.0%
40	CC(=O)n1nc(-c2ccccc2)nc1NCc1ccc(N(C)C)cc1	-127.6%[59 µM]	39.7%	25.1µM*	35.5µM*	0.7%

item	POLI inh	Pol kappa inh	APEX1 inh	BLM helicase inh
33	-5.9%[58.9 µM]	-14.5%	-1.1%	-0.9%
34	-9.6%	-3.6%[60.1 µM]	.	1.5%
35	84.9%[activator]	-14.9%	-11.6%	-9.4%
36	1.6%	2.8%	14.9%	-3.9%
37	-6.6%&-15.0%	-5.5%	36.9%	-5.8%&2.1%
38	.	.	-12.4%	-9.2%
39	13.7%	-1.4%	-0.2%	-5.4%
40	52.6%[activator]	-2.5%	-2.3%	-7.8%

# (further entries)
item	structure	G9a inh	POLB inh	BAZ2B inh	JMJD2A Tudor inh	Pol eta inh
41	CCOC(=O)[C@@H]1[C@H]2COc3cc(OC)ccc3[C@@H]2N2C(=O)N(c3ccc(Br)cc3)C(=O)[C@@]12C	-41.7%	-3.8%	-23.4%	-13.8%	-9.6%
42	Cc1ccc(CCNC(=O)C2CCCN(C(=O)N(C)C)C2)cc1 (stereo not given)	21.8%	-0.3%	-4.0%	-9.4%	-7.6%
43	CS(=O)(=O)N1CCN(c2ccccc2NC(=O)c2ccc(Br)o2)CC1	-34.3%	29.8%	-7.1%	-19.2%	-6.5%
44	Oc1ccc2ccccc2c1CN1CCN(c2ccccc2)CC1	?	25.4%	-12.8%	-29.7%	10.9%

item	POLI inh	Pol kappa inh	APEX1 inh	BLM helicase inh
41	27.5%	1.9%	-14.0%	-7.5%
42	26.9%	-0.9%	1.2%	-2.2%
43	38.7%[activator]	0.0%	-1.9%	-2.1%
44	37.1%[activator]	2.4%	20.9%	-2.9%
